Screens (PubChem)
IL2 activator: activates IL-2 in a cell-based reporter assay | IL-2 activation reporter assay, cell-based qHTS; stimulated with anti-CD3/CD4/CD28 beads; in transgenic mouse T cells | AID 652025 | activation, % (series mostly up to about 46 µM) | hit rate 0.065% among 360,000; in the data active = activation above about 50%; inconclusive = mostly about 30% to 49%; also: 0% is about no effect
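Unstimulated transgenic mouse T cells, 750 per well, received compound and, after 60 minutes, anti-CD3/anti-CD4 bead plus anti-CD28 stimulation. EGFP and DsRed were quantified after 18 hours.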
PI5P4K alpha inh: PI5P4K alpha (human) kinase inhibition; P48426; PI5P4Kalpha enzyme, ADP-Glo luminescence, 60 min; active compounds read low; max response, %; hit rate 1.2% among 330,000; AID 652105; active = max response of -50% or lower; inconclusive = between -30% and -50%; inactive = -30% or higher; also: value at the top dose of about 77 µM; % is scaled to controls: 0 for no effect and ±100 for the full control effect
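PI5P4Kalpha ADP-Glo assay; 5 microM ATP final; 60 min RT reaction; HEPES pH 7.4/EGTA/CHAPS, 5% DMSO; controls lacking substrate or enzyme; luminescent end-point.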
DRD3 antagonist: D3 dopamine receptor (human) antagonism; hit rate 2.5% among 360,000; max response, negative = inhibition, %; P35462; AID 652054; D3R cells, DiscoveRx beta-arrestin luminescence, antagonist mode; active compounds read low; in the data active = max response below about -50%; inconclusive = no clear call, values can overlap the other calls; also: % is scaled to controls: 0 for no effect and ±100 for the full control effect; mostly tested at two doses, the higher about 12 µM
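Cells plated overnight at 1500 cells/well, then exposed to library compounds with dopamine controls for 90 minutes at 37 degrees C. DiscoveRx reagent added for 30–60 minutes at room temperature; luminescence read, quantitative HTS format.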
D3 ag: activates the human D3 dopamine receptor. P35462. D3R DiscoveRx beta-arrestin cells, luminescence, 90 min. max activation, %. hit rate 0.58% among 410,000; in the data active = max activation above about 30%; also: 0% is about no effect; mostly tested at two doses, the higher about 12 µM
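Agonist mode: compounds and dopamine controls were applied to plated cells for 90 min at 37 degrees C after an overnight attachment at 1500 cells/well. Luminescent read-out followed 30 - 60 minutes at room temperature with DiscoveRx detection reagent.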
GLP1R inv ag: inverse agonists of human GLP-1 receptor | hit rate 1.6% among 410,000 | HEK293 GLP-1R CRE-luciferase, luminescence, 24 h; GLP-1R form is constitutively active | P43220 | Potency, µM (top dose mostly 38.3 µM), for the others: at the top dose activity change, negative = inhibition, most hits filed as inhibitors; also: potency is read from the fitted curve at half-maximal effect; % is scaled to controls: 0 for no effect and ±100 for the full control effect; nearly all actives have a fitted effect of over 55% in size
Target sequence (P43220 whole entry, looked up): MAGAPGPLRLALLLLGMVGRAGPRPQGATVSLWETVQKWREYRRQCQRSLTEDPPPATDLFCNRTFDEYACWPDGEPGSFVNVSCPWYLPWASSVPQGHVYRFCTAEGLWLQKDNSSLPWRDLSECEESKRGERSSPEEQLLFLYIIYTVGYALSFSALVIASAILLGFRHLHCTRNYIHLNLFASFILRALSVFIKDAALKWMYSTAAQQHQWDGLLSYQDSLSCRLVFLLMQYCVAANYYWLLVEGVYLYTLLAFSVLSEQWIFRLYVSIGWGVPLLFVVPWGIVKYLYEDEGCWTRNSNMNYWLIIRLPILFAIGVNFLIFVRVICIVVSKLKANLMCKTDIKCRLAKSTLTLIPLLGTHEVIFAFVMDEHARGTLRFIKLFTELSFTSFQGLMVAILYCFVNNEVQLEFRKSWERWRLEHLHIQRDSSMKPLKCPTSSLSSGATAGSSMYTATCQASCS
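HEK293 cells stably co-expressing a cAMP-responsive luciferase reporter and constitutively active GLP-1R were seeded, incubated 12 h, then exposed to compounds for 24 h at 37 C. Luminescence was read 12 min after detection reagent; inverse agonists lower signal.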
GLP-1R agonist: GLP-1 receptor (human) agonism | hit rate 0.007% among 380,000 | HEK293 GLP-1R CRE-luciferase, luminescence, 4-6 h; cells express a hypersensitive GLP-1R form | Potency, µM (series often up to 45.6 µM), for the others: top-dose activation, usual class: activators; also: potency is read from the fitted curve at half-maximal effect; % of control where 0% means no effect
PLK1 PBD block: PLK1 (human) polo-box domain binding inhibition. Plk1 PBD binding of FITC phosphopeptide, fluorescence polarization. Potency, µM, inactives show max response, negative = inhibition, actives largely listed as inhibitors. hit rate 2.8% among 360,000. P53350; also: potency is read from the fitted curve at half-maximal effect; series mostly up to about 57 µM; % is scaled to controls: 0 for no effect and ±100 for the full control effect; nearly all actives have a fitted effect of over 65% in size
Target sequence (P53350 whole entry, looked up, the tested form may be a part): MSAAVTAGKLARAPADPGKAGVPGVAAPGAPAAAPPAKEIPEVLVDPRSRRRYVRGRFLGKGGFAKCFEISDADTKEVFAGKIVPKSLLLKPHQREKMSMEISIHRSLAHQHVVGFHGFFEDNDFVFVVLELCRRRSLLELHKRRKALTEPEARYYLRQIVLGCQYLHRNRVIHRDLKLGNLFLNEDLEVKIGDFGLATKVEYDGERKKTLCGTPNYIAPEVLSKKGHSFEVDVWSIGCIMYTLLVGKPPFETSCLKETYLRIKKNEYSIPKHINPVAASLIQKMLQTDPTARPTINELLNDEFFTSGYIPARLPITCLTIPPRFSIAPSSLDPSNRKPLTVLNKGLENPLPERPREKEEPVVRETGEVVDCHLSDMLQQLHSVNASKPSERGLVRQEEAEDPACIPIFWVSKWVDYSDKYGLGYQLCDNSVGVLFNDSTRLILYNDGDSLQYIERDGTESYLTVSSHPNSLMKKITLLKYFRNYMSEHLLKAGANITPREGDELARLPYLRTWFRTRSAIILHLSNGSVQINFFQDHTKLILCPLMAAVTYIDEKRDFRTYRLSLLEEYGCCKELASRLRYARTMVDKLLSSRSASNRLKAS
HEK293 tox: cytotoxicity in counter-screen for GLP-1R inverse agonists. hit rate 0.13% among 410,000. Potency, µM (titrated, usually from 38.3 µM), for the others: at the top dose activity change, negative = inhibition, actives largely listed as inhibitors. HEK293 cAMP-luciferase reporter cells, luminescence, 24 h;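 also: loss of luciferase light is scored as toxicity; potency is read from the fitted curve at half-maximal effect; % is scaled to controls: 0 for no effect and ±100 for the full control effect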
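Step one: seed cells (200 cells/uL, DMEM with 10% Nu serum, 1% pen-strep). Step two: 12-hour incubation at 37 deg C. Step three: pin 23 nL compound, incubate 24 hr. Step four: add luciferase reagent, read luminescence 12 min later.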
WRN inhibitor: WRN helicase (human) inhibition. Potency, µM (top dose mostly 114 µM), for the others: top-dose activity change, negative = inhibition, hits mostly inhibitors. AID 651768. WRN helicase unwinding, fluorescent forked duplex, kinetic. hit rate 0.46% among 360,000. Q14191; also: potency is read from the fitted curve at half-maximal effect; % is scaled to controls: 0 for no effect and ±100 for the full control effect; nearly all actives have a fitted effect of over 55% in size
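Fluorescence dequenching readout, ex 525 nm/em 598 nm, kinetic mode: forked duplex DNA (100 nM final) with adjacent fluorophore and quencher unwound by WRN (20 nM final) with 2 mM ATP. Compound preincubation 15 min, room temperature.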
Numbers without * were called inactive; ? = inconclusive; · = not tested or not shown; [ ] = remark or other dose. Unless noted, calls follow the shape of the dose curve; as a rule, active = well fitted curve in the direction sought with a large enough effect; inconclusive = small, poorly fitted or top-dose-only effect, or another doubt; inactive = no such curve, though single readings can be large; an effect the other way counts as inactive or inconclusive.

SMILES | IL2 activator | PI5P4K alpha inh | DRD3 antagonist | D3 ag | GLP1R inv ag | GLP-1R agonist | PLK1 PBD block | HEK293 tox | WRN inhibitor
COCCN1C(=O)N[C@@H](CCc2ccccc2)C(C(C)=O)=C1C | -0.2 | -1 | -11 | 12 | 6% | 0% | -8% | 8% | 2%
CC(OC(=O)c1cc(Br)ccc1O)C(=O)NCc1ccc2c(c1)OCO2 (stereo not drawn) | -0.6 | 7 | -6 | -13 | -4% | 0% | 1% | 5% | -9%
CCOc1ccccc1NC(=O)C(Cc1ccccc1)NS(=O)(=O)c1ccc(Br)s1 (stereo not drawn) | · | · | · | -8 | 11µM* | -13% | · | -7% | ·
CCOc1ccc(N2C(=O)C3C(C2=O)C3(c2ccccc2)c2ccccc2)cc1 (stereo not drawn) | -5.7 | ? | 18 | -8 | ? | -3% | 3% | -4% | -19%
Cc1cc(C(=O)COC(=O)CC2Sc3ccccc3NC2=O)c(C)n1-c1ccccc1 (stereo not drawn) | -3.9 | -27 | 2 | 4 | ? | 15% | -6% | 10% | -6%
CN(C)n1cccc1/C=C(\C#N)S(=O)(=O)c1ccc(Cl)cc1 | -1.2 | 21 | -10 | 3 | ? | 15% | -14% | ? | 0%
C=CCSc1nc2c(N)ncnc2n1C1OC(CO)C(O)C1O (stereo not drawn) | -0.5 | -5 | 18 | 1 | -1% | -4% | -8% | -4% | 3%
COc1cc2c(cc1OC)CN(C(=O)CN1C(=O)c3ccc([N+](=O)[O-])cc3C1=O)CC2 | -2.1 | 3 | -14 | -8 | 9% | 5% | -6% | -6% | -1%
CCCOC(=O)C1[C@H]2C(=O)N(Cc3ccco3)C[C@]23C=C[C@H]1O3 (stereo partly drawn) | -0.5 | -3 | -6 | -1 | 4% | -9% | -9% | -1% | 6%
O=C(NCCc1ccccc1)/C(=C\c1ccc([N+](=O)[O-])cc1)NC(=O)c1ccccc1 | -0.6 | 7 | 9 | 3 | -8% | -1% | 5% | -18% | -2%
CCOC(=O)CC(NC(=O)c1cccc2c1C(=O)N(Cc1cccnc1)C2)c1ccc(OC(C)C)cc1 (stereo not drawn) | -0.7 | 3 | 31 | 8 | 5% | 24% | -8% | -6% | -6%
CCOc1ccc2c(c1)c(=O)c(S(=O)(=O)c1ccc(C)cc1)cn2CC | -3.8 | 5 | 29 | -3 | 92%[activator] | 0% | 27µM* | 23% | -9%
COc1ccc(C(=O)NCc2ccccc2CN2CCCC2)cc1S(=O)(=O)Nc1ccc(C)cc1 | 1.3 | -4 | -2 | -1 | ? | 9% | 4% | ? | 3%
C=CCC[C@H](Cc1ccc(F)cc1)C(=O)OC[C@@H](C)NC(=O)[C@H](CC=C)CC(=O)NCCO | 1.4 | 0 | 10 | 8 | 0% | -5% | -4% | ? | 0%
Cc1cc(NC(=O)CSC2=Nc3ccccc3C3=NC(Cc4ccccc4)C(=O)N23)n[nH]1 (stereo not drawn) | -0.5 | 0 | -17 | -1 | 1% | 10% | -3% | -6% | -1%
CC(C)N(C(=O)[C@H]1CC(CC(=O)NCc2ccco2)C(=O)N2CCc3c([nH]c4ccccc34)[C@]12C)C(C)C (stereo partly drawn) | 0.6 | -1 | -24 | 2 | 11% | 0% | -2% | 8% | -2%
COCC(C)N=Cc1c(O)[nH]c2ccccc12 (stereo not drawn) | -1.0 | · | 8 | 1 | 2% | 0% | 0% | -12% | 4%
COc1ccc(CNc2nc(-c3ccccc3)nn2C(=O)c2ccccc2OC)cc1 | · | · | · | -15 | ? | -1% | · | 3% | ·
COc1ccc(NC(=O)C2CCN(C(=O)Nc3ccc(C)cc3)CC2)cc1OC | 1.0 | 0 | 2 | 2 | 2% | 1% | 1% | 1% | 5%
O=C(Nc1nc(-c2ccc(F)cc2)cs1)C1CCN(C(=O)c2ccc(F)cc2)CC1 | -1.0 | 5 | 14 | 6 | ? | -16% | -3% | -9% | -17%
Cn1c2ccccc2c2nnc(N/N=C/c3ccc(O)cc3)nc21 | -0.5 | 1 | -9 | 1 | 7% | -1% | -5% | 2% | 8%
Cc1ccccc1C(=O)N1CCN(c2ccc(NC(=O)CSc3ccc(Cl)cc3)cc2)CC1 | -0.3 | -14 | 9 | 6 | 7.1µM* | -3% | -25% | -7% | -14%
COc1ccc(C(=O)O)cc1S(=O)(=O)NC1CCN(Cc2ccccc2)CC1 | 1.0 | 7 | 8 | 4 | 8% | 9% | -4% | 8% | -21%
Cn1c(N)c(C(=O)NCc2ccccc2Cl)sc1=S | 0.4 | 6 | 45 | -5 | 0% | 1% | -11% | -16% | 0%
NNC(=O)Cn1nnc(-c2ccc(C(F)(F)F)cc2)n1 | 0.7 | 3 | 61 | 9 | -17% | 0% | -2% | -25% | -2%

Some entries already given, reduced to GLP-1R agonist and HEK293 tox.
| SMILES | GLP-1R agonist | HEK293 tox |
| --- | --- | --- |
| Cc1cc(NC(=O)CSC2=Nc3ccccc3C3=NC(Cc4ccccc4)C(=O)N23)n[nH]1 (stereo not drawn) | 10% | -6% |
| CC(C)N(C(=O)[C@H]1CC(CC(=O)NCc2ccco2)C(=O)N2CCc3c([nH]c4ccccc34)[C@]12C)C(C)C (stereo partly drawn) | 0% | 8% |

Next compounds follow:
SMILES | IL2 activator | PI5P4K alpha inh | DRD3 antagonist | D3 ag | GLP1R inv ag | GLP-1R agonist | PLK1 PBD block | HEK293 tox | WRN inhibitor
CC(C)CC(=O)Nc1c2c(nn1-c1ccc(F)cc1)CSC2 | -1.5 | -6 | 0 | -14 | 9% | -1% | -9% | 0% | 3%
CC1CCCC(C)N1C(=O)CSc1nc2ccccc2s1 (stereo not drawn) | -1.0 | -2 | -4 | 0 | ? | 5% | ? | -8% | 9%
Cc1ccc(C)c(Nc2nn3c(=O)c4ccc(C(=O)NCc5cccnc5)cc4nc3s2)c1 | -2.7 | 3 | 8 | -8 | 14% | 0% | -4% | -23% | 5%
COc1ccc(C2=NN3C(C2)c2ccccc2OC32C(=O)N(C)c3ccccc32)cc1 (stereo not drawn) | 0.9 | ? | -4 | -3 | ? | -21% | -13% | -9% | -28%
COc1cccc(CNS(=O)(=O)c2ccc(S(=O)(=O)NC3CC3)cc2)c1 | -1.1 | -6 | 3 | 8 | -18% | 5% | 1% | 4% | 4%
Cc1cccc2c3nc4ccccc4nc3n(C)c12 | -2.3 | -1 | 8 | 4 | 30%[activator] | 7% | -19% | 20% | -18%
O=S(=O)(/N=C(/Nc1ccccc1)c1ccccc1)c1cccs1 | -0.8 | 0 | -21 | -3 | 2% | 3% | -3% | 7% | -9%
Clc1ccc(Oc2cnns2)cc1Cl | -0.7 | -6 | 0 | -1 | 21% | 6% | -2% | 68%[activator] | 4%
O=C(NCc1cccc(C(F)(F)F)c1)C1C(=O)Nc2ccccc2C(=O)N1C1CCCC1 (stereo not drawn) | 0.2 | 0 | -6 | -4 | -5% | · | -6% | 1% | 4%
CC(C)(C)OC(=O)N1CCN(c2ccc(CNC(=O)c3ccc(Cl)cc3)cc2)CC1 | -2.2 | 9 | -1 | -5 | 0% | 3% | 1% | 0% | -2%
Cc1cc(NC(=O)C(C)C)ncc1NC(=O)Cc1ccccc1 | 1.8 | 4 | -9 | -3 | 0% | -7% | 2% | -2% | -2%
CN(Cc1ccc(Cl)cc1)C(=O)c1ccc2ccccc2n1 | -0.7 | -2 | -12 | 1 | ? | 21% | -21% | 4% | -2%
N#C/C(=C/c1ccncc1)c1nc2ccccc2c(=O)[nH]1 | -1.0 | -3 | -22 | -11 | 38%[activator] | 1% | -17% | 25% | -26%
O=C1C(=O)N(Cc2cccnc2)C(c2cccc(O)c2)/C1=C(\O)c1ccc2c(c1)OCCO2 (stereo not drawn) | 0.8 | 4 | -1 | 3 | 2% | 4% | -8% | 6% | -5%
N#CCCCN1C(=O)C(O)(CC(=O)c2ccc3c(c2)OCCO3)c2ccccc21 (stereo not drawn) | 0.3 | -10 | -9 | 1 | 12% | -6% | -5% | -9% | 0%
O=C(N1CCOCC1)C(F)(F)C(F)(F)C(F)(F)C(F)(F)C(=O)N1CCOCC1 | -2.2 | · | -10 | 1 | 0% | -4% | -4% | 7% | 2%
Cc1sc(NC(=O)C2CCCCC2)c(C#N)c1-c1ccccc1 | -1.2 | -7 | 4 | 22 | ? | 21% | ? | 0% | 4%
CCOC(=O)N1CCN(C(=O)c2c[nH]c3ccc(S(=O)(=O)N(C)c4ccccc4C)cc3c2=O)CC1 | -1.9 | -4 | 11 | 3 | 0% | -4% | -7% | -10% | 13%
Nn1cnc2sc3c(c2c1=O)CCC3 | -2.0 | -7 | 15 | -1 | 16% | 3% | -19% | -1% | -33%[57.1 µM]
CCCCn1c(O)c(/C=C2\C=NN=C2c2ccccc2)sc1=S | -0.4 | -1 | 4 | 7 | 0% | -9% | 1% | 8% | -10%
COc1ccc(Cl)cc1-c1nc(N)nc(NC2CCCCC2)n1 | 0.1 | 6 | 8 | 0 | -3% | 20% | -3% | 5% | -15%
CCc1cccc(CC)c1NC(=O)CSc1nnc(C2CC2)n1N | 0.1 | 11 | 14 | 7 | 0% | -9% | -9% | 7% | -11%
CCOC(=O)c1cc(CC)sc1NC(=O)c1ccc([N+](=O)[O-])c(N2CCOCC2)c1 | -0.4 | 6 | 4 | 0 | 29% | 0% | -7% | 5% | 2%
CC1(C(=O)Nc2cnc3ccccc3c2)CCN1Cc1ccc(-c2ccccc2)o1 (stereo not drawn) | -0.9 | 1 | 9 | -1 | ? | 3% | -20% | -18% | 0%[57.1 µM]
O=C(CN1CCN(c2cccc(Cl)c2)CC1)NCc1ccccc1 | -2.4 | 3 | ? | 0 | ? | -7% | -13% | -4% | 10%
COc1cccc(NC(=O)CN2CCN(CC(=O)Nc3ccc(F)cc3)CC2)c1 | 0.9 | 2 | 5 | -2 | -33% | 23% | -8% | -1% | 12%
C=C(C)C1CC=C(C)/C(=N/NC(=O)COc2ccc(Cl)cc2)C1 (stereo not drawn) | 0.2 | 15 | 14 | -5 | 0% | 10% | 3% | -8% | -17%
